Screens deposited in PubChem by The Scripps Research Institute Molecular Screening Center.
M1 PAM – human M1 muscarinic receptor positive allosteric modulators, primary screen, CHO-K1 cells, Fluo-8 calcium fluorescence, 1536-well; activation, % at 3 µM; Muscarinic acetylcholine receptor M1 (Homo sapiens), P11229; AID 588819, 2011; CHO-K1 hM1, ACh EC20; 0% = ACh EC20, 100% = maximal ACh; 360,000 compounds, 0.088% hits; in the data active = activation above about 19%, passing the limit was not always enough
TAAR1 ag – human TAAR1 agonists, primary screen, Fluo-8 calcium fluorescence, CHO RD-HGA16 cells. activation, % at 3 µM. Trace amine-associated receptor 1 (Homo sapiens), Q96RJ0. 360,000 compounds, 0.99% hits. vehicle wells 0%, saturating PEA agonist 100%;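 active = activation above the mean activation of all test compounds in the run plus 3 SD, cut at about 38% in these data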
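test system = CHO RD-HGA16 cells carrying human TAAR1 plus Gα16 | schedule = 17-24 h seeding, 75 min 37 °C dye, 30 min RT | compound dosing = 3 µM single concentration | control set = DMSO and PEA EC100 | replicates = n 1 | signal = Fluo-8 fluorescence, 5 s baseline then 140 s kinetic read | measure = percent activation vs PEA EC100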
M1 ag – human M1 muscarinic receptor agonists, primary screen, Fluo-8 calcium fluorescence, CHO-K1 cells, HTS; Muscarinic acetylcholine receptor M1 (Homo sapiens), P11229; CHO-K1 hM1, agonist mode; 0% DMSO, 100% acetylcholine EC100; activation, % at 3 µM; 360,000 compounds, 0.33% hits;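 active = activation above the run's mean compound activation plus 3 SD, cut at about 16% in these data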;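 also: peak over basal fluorescence ratio within a 140 s kinetic read after compound addition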
CHRM4 antagonist – human M4 muscarinic receptor antagonists, primary screen, CHO cells, Fluo-8 calcium fluorescence; Muscarinic acetylcholine receptor M4 (Homo sapiens), P08173; CHO-hM4 cells, ACh EC80; inhibition, % at 3 µM; 360,000 compounds, 0.73% hits; AID 624125, 2012;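 active = inhibition above its plate's cutoff, the mean inhibition of sample wells plus 3 SD, cut at about 27% in these data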;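 also: 0% = acetylcholine EC80 with DMSO and 100% = DMSO without agonist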
Target sequence (P08173 whole entry, looked up): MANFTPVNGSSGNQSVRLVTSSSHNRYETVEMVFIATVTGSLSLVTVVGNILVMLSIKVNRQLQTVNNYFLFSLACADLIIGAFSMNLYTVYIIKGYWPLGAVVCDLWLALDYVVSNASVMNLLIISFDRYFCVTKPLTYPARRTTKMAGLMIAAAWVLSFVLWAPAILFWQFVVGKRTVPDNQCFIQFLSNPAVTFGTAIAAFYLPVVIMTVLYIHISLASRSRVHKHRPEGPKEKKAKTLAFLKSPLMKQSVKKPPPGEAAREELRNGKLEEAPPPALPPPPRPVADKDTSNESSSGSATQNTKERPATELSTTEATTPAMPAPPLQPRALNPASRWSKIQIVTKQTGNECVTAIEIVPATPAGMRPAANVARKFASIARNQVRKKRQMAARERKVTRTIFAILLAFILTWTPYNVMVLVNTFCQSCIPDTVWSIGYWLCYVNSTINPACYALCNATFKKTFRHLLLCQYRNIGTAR
CHRM5 antagonist – human M5 muscarinic receptor antagonists, primary screen, CHO cells, Fluo-8 calcium fluorescence. Muscarinic acetylcholine receptor M5 (Homo sapiens), P08912. CHO-hM5 cells, ACh EC80. inhibition, % at 3 µM. 360,000 compounds, 0.59% hits. AID 624040, 2012;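 active = inhibition above a per-plate cutoff, the mean of that plate's test compounds plus 3 SD, cut at about 27% in these data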;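 also: 0% = acetylcholine EC80 with DMSO and 100% = DMSO without agonist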
Target sequence (P08912 whole entry, looked up): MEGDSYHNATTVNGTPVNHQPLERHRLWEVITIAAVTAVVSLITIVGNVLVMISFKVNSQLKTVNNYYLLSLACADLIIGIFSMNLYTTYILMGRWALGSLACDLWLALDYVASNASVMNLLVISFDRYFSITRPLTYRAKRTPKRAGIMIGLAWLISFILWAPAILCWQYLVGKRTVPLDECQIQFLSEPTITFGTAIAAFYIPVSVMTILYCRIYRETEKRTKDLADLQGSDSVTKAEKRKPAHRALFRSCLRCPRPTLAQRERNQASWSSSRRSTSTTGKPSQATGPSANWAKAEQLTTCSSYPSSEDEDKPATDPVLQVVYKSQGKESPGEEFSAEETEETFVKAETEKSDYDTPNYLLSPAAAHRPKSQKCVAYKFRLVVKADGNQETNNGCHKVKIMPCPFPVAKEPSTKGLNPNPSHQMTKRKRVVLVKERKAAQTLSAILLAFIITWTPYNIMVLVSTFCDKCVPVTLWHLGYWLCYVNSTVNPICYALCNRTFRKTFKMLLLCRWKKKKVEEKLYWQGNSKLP
CHRM5 PAM – human M5 muscarinic receptor positive allosteric modulators, primary screen, CHO-K1 cells, Fluo-8 calcium fluorescence | Muscarinic acetylcholine receptor M5 (Homo sapiens), P08912 | CHO-K1 hM5, ACh EC20 PAM; 0% = ACh EC20, 100% = ACh EC100 | activation, % at 3 µM | 360,000 compounds, 0.3% hits | AID 624038, 2012;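 active = activation above the run cutoff, the mean activation of all test compounds plus 3 SD, cut at about 18% in these data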
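Replicates: One well per compound, no replicates | System: Human M5 receptor in CHO-K1 cells | Benchmarks: Low control EC20 acetylcholine (0%), high control EC100 acetylcholine (100%) | Probe or stimulus: Acetylcholine, EC20 level | Times: Fluo-8 loading 80 min at 37 °C plus 30 min room temperature | Signal: Intracellular calcium via Fluo-8 fluorescence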
CHRM1 antagonist – human M1 muscarinic receptor antagonists, primary screen, CHO-K1 cells, Fluo-8 calcium fluorescence, 1536-well. CHO-K1 hM1, ACh EC80 antagonist. inhibition, % at 3 µM. 360,000 compounds, 1.3% hits. AID 588852, 2011;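 active = percent inhibition above its own plate's cutoff, namely the mean of that plate's compound wells plus 3 SD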;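 also: peak over basal fluorescence ratio during 140 s after agonist addition; 0% = ACh EC80 plus DMSO and 100% = DMSO alone without agonist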
CHRM4 agonist – human M4 muscarinic receptor agonists, primary screen, CHO-K1 cells, Fluo-8 calcium fluorescence. Muscarinic acetylcholine receptor M4 (Homo sapiens), P08173. CHO-K1 hM4/Gqi5; vehicle 0%, full acetylcholine response 100%. activation, % at 3 µM. 360,000 compounds, 0.14% hits;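 active = activation above the run mean over all test wells plus 3 SD, cut at about 32% in these data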;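 also: peak over basal fluorescence ratio per well then scaled between controls; 0% = DMSO wells and 100% = acetylcholine at EC100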
CHRM5 agonist – human M5 muscarinic receptor agonists, primary screen, CHO-K1 cells, Fluo-8 calcium fluorescence; AID 624037, 2012; activation, % at 3 µM; CHO-K1 hM5 cells; 0% DMSO wells, 100% maximal acetylcholine response; Muscarinic acetylcholine receptor M5 (Homo sapiens), P08912; 360,000 compounds, 0.19% hits;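 active = activation above the run's mean over test compounds plus 3 SD, cut at about 23% in these data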;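 also: signal is peak over basal fluorescence ratio across the kinetic read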
Active calls of the source: *. This is a subset (hit frequency here may not be typical).

SMILES	M1 PAM	TAAR1 ag	M1 ag	CHRM4 antagonist	CHRM5 antagonist	CHRM5 PAM	CHRM1 antagonist	CHRM4 agonist	CHRM5 agonist
COC(=O)CN1C(=O)[C@H]2[C@@H](c3ccc(C)o3)N3C(=O)CN(CC4CC4)C(=O)[C@@]3(C)[C@H]2C1=O	14	1	-1	-4	4	5	-8	2	1
COC(=O)c1cc(NS(=O)(=O)c2ccc(N3CCCCCC3)c([N+](=O)[O-])c2)cc(C(=O)OC)c1	7	5	0	1	-1	1	-11	0	1
CC1(C)CC(=O)C=C(Nc2ccccc2F)C1	4	3	-3	3	4	2	-1	0	-1
Cc1[nH]c2ccc(C(=O)NCCCN3CCCC3)cc2c1C	-3	16	-6	2	20	-6	7	0	-6
COc1ccccc1NC(=O)CN(C)S(=O)(=O)c1cccc2cccnc12	-3	5	-1	3	13	-6	1	6	1
Cc1cccc(C)c1NC(=S)NN(Cc1ccccc1)c1ccccc1	1	-2	-5	-11	-12	7	-20	-1	-6
COc1cccc(CNC(=O)c2nnn(CC(=O)Nc3ccc(C)c(C)c3)c2N)c1	3	11	-3	-1	12	-8	-1	3	-2
COc1ccc(N2CCN(C(=O)NCc3ccc(OC)c(Cl)c3)CC2)cc1	6	1	-2	-3	15	-22	-4	11	2
Cc1cccc(C)c1NC(=O)CSc1nnc(C)n1CC1CCCO1 (stereo unspecified)	-1	8	-3	5	7	-1	4	0	-3
COc1cc(C2Nc3ccc4ccccc4c3C3=C2C(=O)CC(C)(C)C3)ccc1OCC(=O)O (stereo unspecified)	-5	1	-1	5	7	-2	5	-1	0
C[C@H](CO)N1C[C@H](C)[C@@H](CN(C)Cc2ccncc2)Oc2c(NS(=O)(=O)c3ccc(F)cc3)cccc2C1=O	3	1	-4	-13	-2	0	-9	1	-2
O=C(CSc1nnc(COc2ccccc2)n1-c1ccccc1)c1cccs1	3	5	-2	2	6	-8	1	1	-3
CCC1(CC)NC(=O)N(CC(=O)NCc2ccc3c(c2)OCO3)C1=O	7	7	-4	-13	-4	5	-13	1	-10
CCOC(=O)C1CCCN(c2c(NCCCN(C)Cc3ccccc3)c(=O)c2=O)C1 (stereo unspecified)	4	5	-8	1	-1	-4	-11	0	-5
CCOc1ccc(S(=O)(=O)Nc2ccc(C(=O)N/N=C/c3c(C)nn(-c4ccccc4)c3N3CCCC3)cc2)cc1	-4	3	-6	7	14	-4	0	-1	-2
Cc1onc(-c2ccccc2)c1C(=O)Nc1ccncc1	7	7	0	2	-5	8	-12	0	3
CC(C)CNC(=O)c1c(N)n(/N=C/c2ccccn2)c2nc3ccccc3nc12	4	2	-4	-2	1	0	-20	1	-3
O=C(CCC1CCN(C(=O)c2cncs2)CC1)Nc1ccccc1	2	1	-1	3	12	-2	8	1	-4
CCN1C(=O)/C(=C/c2ccc(C)s2)NC1=S	-4	6	-1	2	0	2	-22	5	-3
COc1cccc(NC(=O)CN(C)C(=O)CCCc2c[nH]c3ccccc23)c1	-3	0	-1	-1	3	0	13	3	1
CCCCNC(=O)CCn1c(=O)c2ccccc2n(Cc2ccc(Cl)cc2)c1=O	6	2	-5	-2	2	4	-8	1	0
O=c1c2c3n(c(=S)nc2[nH]n1-c1ccccc1)CCCCC3	4	14	-4	0	7	-3	2	-1	-1
O=C(Nc1ccccc1)[C@@H]1CC=C[C@@H]2CCN(Cc3ccccc3)C(=O)[C@@H]21	1	10	-5	-1	1	6	4	4	2
O=C(Nc1ccccc1[N+](=O)[O-])c1cc2ccccc2nc1Cl	5	2	-2	2	-2	7	-7	1	1
Cc1nc2cc(Cl)c(Cl)cc2n1-c1ccccn1	7	5	-10	-6	11	-12	-11	1	-7

12 neighbouring compounds out of the list so far, quoted:
SMILES	M1 PAM	TAAR1 ag	M1 ag	CHRM4 antagonist	CHRM5 antagonist	CHRM5 PAM	CHRM1 antagonist	CHRM4 agonist	CHRM5 agonist
COc1cccc(CNC(=O)c2nnn(CC(=O)Nc3ccc(C)c(C)c3)c2N)c1	3	11	-3	-1	12	-8	-1	3	-2
COc1ccc(N2CCN(C(=O)NCc3ccc(OC)c(Cl)c3)CC2)cc1	6	1	-2	-3	15	-22	-4	11	2
Cc1cccc(C)c1NC(=O)CSc1nnc(C)n1CC1CCCO1 (stereo unspecified)	-1	8	-3	5	7	-1	4	0	-3
COc1cc(C2Nc3ccc4ccccc4c3C3=C2C(=O)CC(C)(C)C3)ccc1OCC(=O)O (stereo unspecified)	-5	1	-1	5	7	-2	5	-1	0
C[C@H](CO)N1C[C@H](C)[C@@H](CN(C)Cc2ccncc2)Oc2c(NS(=O)(=O)c3ccc(F)cc3)cccc2C1=O	3	1	-4	-13	-2	0	-9	1	-2
O=C(CSc1nnc(COc2ccccc2)n1-c1ccccc1)c1cccs1	3	5	-2	2	6	-8	1	1	-3
CCC1(CC)NC(=O)N(CC(=O)NCc2ccc3c(c2)OCO3)C1=O	7	7	-4	-13	-4	5	-13	1	-10
CCOC(=O)C1CCCN(c2c(NCCCN(C)Cc3ccccc3)c(=O)c2=O)C1 (stereo unspecified)	4	5	-8	1	-1	-4	-11	0	-5
CCOc1ccc(S(=O)(=O)Nc2ccc(C(=O)N/N=C/c3c(C)nn(-c4ccccc4)c3N3CCCC3)cc2)cc1	-4	3	-6	7	14	-4	0	-1	-2
Cc1onc(-c2ccccc2)c1C(=O)Nc1ccncc1	7	7	0	2	-5	8	-12	0	3
CC(C)CNC(=O)c1c(N)n(/N=C/c2ccccn2)c2nc3ccccc3nc12	4	2	-4	-2	1	0	-20	1	-3
O=C(CCC1CCN(C(=O)c2cncs2)CC1)Nc1ccccc1	2	1	-1	3	12	-2	8	1	-4

Going on with the list.
SMILES	M1 PAM	TAAR1 ag	M1 ag	CHRM4 antagonist	CHRM5 antagonist	CHRM5 PAM	CHRM1 antagonist	CHRM4 agonist	CHRM5 agonist
COc1ccc(OC)c(-c2csc(N(Cc3ccco3)C(=O)c3cccs3)n2)c1	13	6	0	6	3	-7	-17	-1	1
COc1ccc(-c2cc(-c3cccnc3)c(C#N)c(N)n2)cc1	4	46*	-2	9	16	-6	-7	0	-2
COc1ccccc1C1C(C#N)=C(N)Oc2c1c(-c1ccccc1)nn2-c1ccccc1 (stereo unspecified)	-2	14	0	3	22	-16	4	16	9
N#Cc1ccccc1OCC(=O)NNC(=O)CNC(=O)c1ccc(Br)o1	8	1	-3	1	4	15	-5	0	4
Cc1ccc(C(C)C)c(OCC(=O)NNC(=O)Nc2ccccc2)c1	1	5	0	6	6	0	-2	3	5
O=C(C1CCCCC1)N1CCc2[nH]c3ccc(F)cc3c2C1	10	12	7	-8	-5	6	-15	1	7
S=c1[nH]nc(-c2cccc3ccccc23)n1-c1cccnc1	6	2	0	-4	2	10	-5	0	1
Cc1cc(C)c(C(=O)CN2C(=O)C(=O)N(C3CCCC3)C2=O)cc1C	-11	0	-5	5	6	0	18	1	-1
CSCCC(=O)NC1CCCN(CCc2ccccc2)C1 (stereo unspecified)	2	1	-11	8	-6	-5	-11	0	-20
CCN1C(=O)C(CC(=O)Nc2ccc(F)cc2)N(Cc2ccco2)C1=S (stereo unspecified)	9	8	-5	1	5	4	-7	3	7
O=c1c2ccccc2nc(SCc2nnc(-c3ccccc3)o2)n1-c1ccccc1	10	5	4	-1	4	2	-36	1	-1
CC1CCN(S(=O)(=O)c2ccc3c(c2)N(CC(=O)N(C)Cc2ccco2)C(=O)CO3)CC1	11	0	-3	6	11	-2	-15	1	-4
O=[N+]([O-])c1ccc(NCc2ccccn2)nc1	8	2	-4	-10	4	-4	-9	1	-1
CC12CCC(C(=O)N3CCC(Cc4ccccc4)CC3)(C(=O)C1=O)C2(C)C (stereo unspecified)	1	11	-1	0	-5	-3	-8	6	3
CC1=NN(c2nc(-c3ccc(C)cc3)cs2)C(=O)C1N=Nc1ccc2ccccc2c1 (stereo unspecified)	10	13	-2	3	0	-1	-11	-1	2
CCOC(=O)CN1C(=O)/C(=C/c2cccc(Br)c2)Oc2ccccc21	11	0	-1	-13	3	0	-9	-1	-1
COCCNc1nc(=S)[nH]c2cc(OC)c(OC)cc12	7	4	-4	2	-2	-12	-5	1	0
Cc1nc(N)sc1-c1nnc(SCC(=O)Nc2nccs2)n1C	18	6	6	-9	1	-2	-34	1	1
C[C@@H]1CCCCO[C@@H](CN(C)Cc2ccccc2)[C@@H](C)CN([C@H](C)CO)C(=O)c2cc(NC(=O)Nc3cccc4ccccc34)ccc2O1	2	-1	-6	-4	2	3	4	0	0
Cc1ccc(C(=O)N2CCN(c3ccc(C(F)(F)F)cn3)CC2)cc1	-1	-1	-1	1	18	-21	6	1	-4
CCOc1ccc(NC(=S)Nc2cccc3cnccc23)cc1	-3	0	-8	5	1	-3	3	0	-1
CN(C(=O)COc1ccc(Oc2ccccc2)cc1)C1CCS(=O)(=O)C1 (stereo unspecified)	3	0	-5	5	-1	0	-9	1	-3
c1ccc2cc(CN3CCOCC3)ccc2c1	1	8	-7	4	-3	-3	-3	1	0
COC(=O)CCC(=O)COc1ccccc1C#N	8	7	-5	-5	-10	-4	-13	2	-3
CN(C)/C=C(\C#N)C(=O)Nc1ccccc1	5	3	-8	-3	-22	6	6	2	2
Cc1cccc(NC(=S)N(CCN(C)C)C(C)c2cccnc2)c1 (stereo unspecified)	16	1	3	-16	-7	12	-15	0	0
COc1c(C)cc(Br)cc1C(=O)Nc1cccc(-c2nc3ncccc3o2)c1	16	3	10	-11	14	-10	3	8	0
COC(=O)CCN(C(=O)c1ccc2c(c1)OCO2)c1ccccn1	4	3	-3	-2	-4	-3	-3	1	-5

Rewritten in CSV form: entries from further up.
Structure,M1 PAM,TAAR1 ag,M1 ag,CHRM4 antagonist,CHRM5 antagonist,CHRM5 PAM,CHRM1 antagonist,CHRM4 agonist,CHRM5 agonist
Cc1ccc(C(=O)N2CCN(c3ccc(C(F)(F)F)cn3)CC2)cc1,-1,-1,-1,1,18,-21,6,1,-4
CCOc1ccc(NC(=S)Nc2cccc3cnccc23)cc1,-3,0,-8,5,1,-3,3,0,-1
